# Screening results deposited in PubChem by several laboratories.
# HTRA1 inhibitor = HTRA1 (human) protease inhibition | Q92743 | recombinant HTRA1, FP-rhodamine activity-based probe, fluorescence polarization | inhibition, % at 5.96 µM | 0.5% of 340,000 active | AID 504803; in the data active means inhibition above about 36%;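 further: 0% = enzyme with DMSO and 100% = wells lacking enzyme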
# SIAE inh = human SIAE inhibition, primary screen; AID 1053197; inhibition, % at 9.66 µM; SIAE FP-Rh probe binding, fluorescence polarization; 0.69% of 370,000 active;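 active means inhibition above a cutoff: mean of compounds within the control limits plus 3 SD of those, cut at about 17% in these data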;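 further: 0% = plate median of compound wells and 100% = probe without SIAE protein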
# TCR-CD3 inh = blocks the human TCR-CD3 interaction; 0.37% of 360,000 active; inhibition, % at 9.4 µM; AID 651800; TAMRA-labeled TCR probe fluorescence, biochemical; in the data active means inhibition above about 19%;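 further: recombinant mutant TCR 2C K166C tagged with TAMRA read by polarization; 0% = receptor in buffer alone and 100% = receptor with positive control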
# GC-B act = GC-B (human) receptor activation; P20594; 0.11% of 370,000 active; HEK293-GC-B cells, CNP EC30, cGMP TR-FRET; 0% at EC30 CNP, 100% saturating CNP; activation, % at 10 µM;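 active means activation at 10 µM reaching about 35% in either raw or pattern-adjusted values, limit read from the data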
# LEDGF integ inh = blocks HIV-1 LEDGF/p75-dependent DNA integration; 0.64% of 370,000 active; AID 743269; inhibition, % at 3.7 µM; TR-FRET IN-LEDGF/p75 DNA integration, Eu/Cy5;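 active means inhibition above the screen-wide mean plus 3 SD, cut at about 13% in these data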;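 further: signal is the Cy5 over europium emission ratio at 671 and 618 nm; 0% = plate median of compound wells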
# ABHD4 inh = ABHD4 (mouse) inhibition, primary FP screen. inhibition, % at 8.92 µM. purified mABHD4, FP-Rh probe fluorescence polarization. AID 720543. 0.54% of 370,000 active. Q8VD66;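 active means inhibition exceeding the mean over every tested compound plus 3 SD, cut at about 30% in these data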;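 further: 0% = plate median of compound wells and 100% = S159A mutant with DMSO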
# Target sequence (Q8VD66 whole entry, looked up): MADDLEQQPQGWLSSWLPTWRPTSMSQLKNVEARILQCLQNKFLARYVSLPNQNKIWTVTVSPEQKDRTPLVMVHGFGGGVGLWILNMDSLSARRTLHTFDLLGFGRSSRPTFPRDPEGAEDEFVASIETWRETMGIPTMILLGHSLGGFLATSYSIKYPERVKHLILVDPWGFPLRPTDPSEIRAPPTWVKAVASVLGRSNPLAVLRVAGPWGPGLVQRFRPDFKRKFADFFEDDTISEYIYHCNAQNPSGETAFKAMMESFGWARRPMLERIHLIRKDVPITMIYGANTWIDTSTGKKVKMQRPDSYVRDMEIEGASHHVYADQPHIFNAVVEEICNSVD
#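 system = mouse ABHD4 enzyme, wild type | medium = HEPES pH 7.0, NaCl, Pluronic buffer | also added = FP-Rh probe | incubation = Enzyme–compound pre-incubation 45 min, then probe 60 min, both 25 °C | technique = fluorescence polarization, excitation 525 nm, emission 598 nm, BODIPY TMR filters | controls = S159A mutant high control, sample median low control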
# MBD2 inh = MBD2-methylated oligo binding inhibition; Q9UBB5; TR-FRET, MBD2 binding to methylated oligonucleotide; inhibition, % at 4.4 µM; 0.31% of 370,000 active; AID 686964; in the data active means inhibition above about 13%
# Target sequence (Q9UBB5 whole entry, looked up): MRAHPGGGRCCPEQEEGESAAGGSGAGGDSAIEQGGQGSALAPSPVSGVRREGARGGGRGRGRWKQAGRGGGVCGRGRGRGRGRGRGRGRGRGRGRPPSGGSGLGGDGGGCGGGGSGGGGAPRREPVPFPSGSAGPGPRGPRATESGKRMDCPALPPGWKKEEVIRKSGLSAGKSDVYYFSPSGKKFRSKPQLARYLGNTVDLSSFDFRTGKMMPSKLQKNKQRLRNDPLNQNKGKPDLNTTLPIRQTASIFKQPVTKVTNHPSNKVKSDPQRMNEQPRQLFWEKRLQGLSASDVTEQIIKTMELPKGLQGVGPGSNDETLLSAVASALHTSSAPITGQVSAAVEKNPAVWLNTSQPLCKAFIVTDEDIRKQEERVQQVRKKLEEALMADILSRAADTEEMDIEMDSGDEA
# PRMT1 inh = PRMT1 (human) inhibition, primary screen; Q99873; recombinant PRMT1, activity-based probe fluorescence polarization; inhibition, % at 2.79 µM; 1.3% of 370,000 active; AID 652257;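 active means inhibition above about 21% made by adding two undisclosed values, limit read from the data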
# rCAG RNA binder = binds r(CAG) RNA repeats; inhibition, % at 3 µM; r(CAG) RNA repeat, TO-PRO-1 dye displacement fluorescence; 1.3% of 370,000 active;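 active means inhibition above the plate cutoff, the mean of all test compounds on that plate plus 3 SD, cut at about 35% in these data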;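 further: 0% = DMSO alone and 100% = 100 µM mitoxantrone as full dye displacement; higher means more dye released from RNA so lower well fluorescence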
# TDP2 absorb = blocks human TDP2 phosphodiesterase activity; O95551; recombinant TDP2, T5PNP hydrolysis, p-nitrophenol absorbance 415 nm; inhibition, % at 12.8 µM; 0.34% of 370,000 active; AID 720702;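 active means inhibition above the mean of all tested compounds plus 3 SD, set per campaign, cut at about 25% in these data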;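 further: 0% = DMSO with enzyme and 100% = buffer with substrate but no TDP2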
#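 Test system: human TDP2 enzyme; Input: 120 nM TDP2 per well; Buffer or medium: Mg2+-containing Tris-HCl buffer, pH 7.5; Reagent: 5 mM T5PNP; Dosing: 12.8 µM single point, 1% DMSO; Incubation: reaction 2 h, 37 °C; Detection: p-Nitrophenol epi absorbance; Read-out: % inhibition relative to enzyme-containing and enzyme-free wells; Replicates: single well per compound.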
# * marks the source's active call; other numbers are inactive results; / = no result given. A portion of the library; the hit share may differ from the screen's.
# Start of the data: the first 4 entries, to show the layout:
SMILES,HTRA1 inhibitor,SIAE inh,TCR-CD3 inh,GC-B act,LEDGF integ inh,ABHD4 inh,MBD2 inh,PRMT1 inh,rCAG RNA binder,TDP2 absorb
Cc1cc(C)c(OCC(=O)Nc2cccc(O)c2)cc1C,-11,-1,4,-3,-5,-7,4,2,5,-6
O=C(COc1ccccc1)NCC(c1cccs1)N1CCOCC1 (centres undefined),-4,-5,-5,4,-4,-9,7,4,-5,-2
CCOc1ccc(OCCn2c(SCC(=O)O)nc3ccccc32)cc1,7,-10,-10,-2,-3,-12,7,2,26,8
CCc1ccc2nc3sc(C(=O)O)cc3cc2c1,0,-3,5,0,-1,-14,-4,2,5,2

# The listing, from the first entry:
SMILES,HTRA1 inhibitor,SIAE inh,TCR-CD3 inh,GC-B act,LEDGF integ inh,ABHD4 inh,MBD2 inh,PRMT1 inh,rCAG RNA binder,TDP2 absorb
Cc1cc(C)c(OCC(=O)Nc2cccc(O)c2)cc1C,-11,-1,4,-3,-5,-7,4,2,5,-6
O=C(COc1ccccc1)NCC(c1cccs1)N1CCOCC1 (centres undefined),-4,-5,-5,4,-4,-9,7,4,-5,-2
CCOc1ccc(OCCn2c(SCC(=O)O)nc3ccccc32)cc1,7,-10,-10,-2,-3,-12,7,2,26,8
CCc1ccc2nc3sc(C(=O)O)cc3cc2c1,0,-3,5,0,-1,-14,-4,2,5,2
O=C(NNc1ccnc2cc(Cl)ccc12)C1CCCCC1,7,-2,-3,4,0,-1,2,4,3,11
Cc1cccc(C(=O)NCc2nnc(SCC(=O)NC3CCCC3)n2C)c1,4,-4,0,1,-2,1,-4,-2,0,-1
Cc1cc(C)cc(OCC(=O)Nc2cccc(S(=O)(=O)NC3=NCCC3)c2)c1,-4,-16,2,-1,6,-8,0,-1,1,-25
O=C1NC(Cc2ccc(O)cc2)c2nc3cc(F)ccc3c(=O)n2-c2cc(Cl)ccc21 (centres undefined),/,2,4,-3,1,-7,-1,0,10,-10
COc1ccc(OC)c(NC(=O)COc2coc(CN3CCCc4ccccc43)cc2=O)c1,-4,16,-4,3,-2,0,-4,0,0,1
COc1cccc(NC(=O)C2CC(=O)n3cnnc3S2)c1 (centres undefined),-4,1,-3,5,-6,1,-1,79*,8,0
C/C(=N\NC(=O)c1cc(C2CC2)nc2ccccc12)c1ccc(C)s1,-13,-1,6,1,-3,3,-5,0,2,-8
C=C(Cl)COc1ccc2c(CC)cc(=O)oc2c1,-4,0,2,-3,2,11,3,3,0,3
Cc1ccc(C)c(NC(=O)CSc2nc(C)cs2)c1,-3,4,-1,-1,-3,-1,4,-2,0,4
O=C(Nc1ccc(Br)cc1)c1cccc(OC(=S)N2CCOCC2)c1,-26,-9,-5,-1,-2,3,3,3,5,-13
CC1=C(C(=O)NCCN2CCN(C)CC2)C2(CCC(C)CC2)OC1=O (centres undefined),0,6,2,6,2,4,2,-2,1,-3
CCN(Cc1ccccc1)C(=O)CCS(=O)(=O)c1ccc2c(c1)CCN2C(C)=O,-1,2,0,2,-2,7,2,3,0,4
CCCN(C(=O)COC(=O)c1nc2nccc(C)n2n1)C1CCS(=O)(=O)C1 (centres undefined),4,6,7,1,5,2,1,1,0,6
O=C(c1cccs1)N1CCN(S(=O)(=O)N2CCOCC2)CC1,0,10,3,4,-1,8,0,-2,1,4
Cc1ccc(-c2noc(-c3cc(C(C)(C)C)nn3Cc3ccccc3)n2)cc1,/,0,-1,-4,-2,-3,2,-2,1,3
CC1Cc2ccccc2C(CCc2ccccc2)=N1 (centres undefined),-7,-3,-7,-10,0,1,4,8,3,1
O=C(NC1CCCCC1)c1ccc2c(c1)OCO2,-3,4,-4,5,-2,0,-1,-3,0,-2
Cc1ccc(SCC(=O)NCCSCc2ccccc2)cc1,-6,-41,-3,6,-2,9,1,0,-5,3
Cc1occc1C(=O)N/N=C/C(Br)=C/c1ccccc1,-10,-5,3,1,3,-21,4,3,4,-2
Cc1ccccc1/C=N/n1c(C2CCCCC2)n[nH]c1=S,-6,9,-5,-6,-3,-5,1,6,4,5
O=C(CN(Cc1cccs1)S(=O)(=O)c1ccc(S(=O)(=O)N2CCCCC2)cc1)Nc1ccccc1,4,-1,-7,5,3,-8,0,0,0,-6

# Additional structures.
SMILES,HTRA1 inhibitor,SIAE inh,TCR-CD3 inh,GC-B act,LEDGF integ inh,ABHD4 inh,MBD2 inh,PRMT1 inh,rCAG RNA binder,TDP2 absorb
COC(=O)CCN(C(=O)c1cc(OC)c(OC)c(OC)c1)c1ccccn1,9,1,2,2,3,-1,-6,0,-1,7
O=C(N=C1SC2CS(=O)(=O)CC2N1c1ccccc1)C1CC1 (centres undefined),-3,-4,5,1,1,-1,-1,1,2,13
CC(C)N(CC#CCC(O)(c1ccccc1)c1ccccc1)C(C)C,-1,-1,4,-10,-2,2,-4,-1,-6,-9
COc1ccc(N2CCN(C(CNC(=O)c3ccc4c(c3)OCO4)c3ccco3)CC2)cc1 (centres undefined),-5,1,6,2,1,1,-1,-1,0,-4
CC(C)NCC(O)(c1ccc(Cl)cc1)c1ccc(Cl)cc1,-3,3,11,-21,6,-2,-3,1,1,13
Cc1csc(CN(C)C(=O)c2cn(Cc3cccc4ccccc34)nn2)n1,3,-4,0,3,3,-5,-6,-9,-10,-2
COc1ccccc1-c1cc(C(=O)Nc2cc(C)nn2-c2ccccc2)no1,-11,3,5,-1,-1,-4,2,-4,0,-12
CCCCOc1ccc(C(=O)N2CCCC2C(=O)O)cc1 (centres undefined),9,13,-1,-2,-1,-1,-4,-2,1,-4
O=C(NCc1cccc(C(F)(F)F)c1)C1CC(c2c(Cl)cccc2Cl)=NO1 (centres undefined),-18,5,3,-1,0,-2,-3,0,-10,4
O=C(O)Cn1ccc2ccccc21,1,1,8,2,4,1,2,-1,3,-15
Nc1ncnc2c1ncn2[C@@H]1O[C@H](C(=O)N[C@@H](CCc2ccccc2)C(=O)N2CCCN(Cc3cccs3)CC2)[C@@H](O)[C@H]1O,/,5,4,8,-1,-2,2,1,1,0
COC(=O)C1CN(C(=O)c2ccc(OC(F)F)cc2)c2ccccc2O1 (centres undefined),-2,3,1,1,-4,0,1,-1,7,-6
Cc1ccccc1C(=O)c1c[nH]c(C(=O)NCCCn2ccnc2)c1,2,-2,1,2,1,2,-3,0,-4,-2
O=S(=O)(c1ccc(C(F)(F)F)cc1)N1CCCc2nc(-c3ccccc3)ccc21,/,2,4,-1,1,-2,-5,-5,2,-7
CN1CCCN(C(=O)CNC(=O)c2ccccc2Br)CC1,3,-1,-1,3,2,-3,4,-5,1,6
COc1ccc(NC(=O)Cn2c(=O)n(-c3ccc(OC)cc3OC)c(=O)c3c(C)c(C)sc32)cc1,-5,-3,1,20,2,-10,0,-2,10,-1
O=C(COC(=O)c1ccc2c(c1)OCCO2)NC1CCCCC1,-4,3,0,2,-4,-1,5,1,2,0
Cc1ccc2c(c1)cc(CN(Cc1ccco1)S(=O)(=O)c1ccccc1)c1nnnn12,2,3,2,-1,2,-3,4,2,-3,3
Cc1ccc(NC(=O)c2cn(-c3cccc(C)n3)cn2)cc1,-7,0,2,1,-2,4,-1,-3,-2,3
COc1cc2[nH]c(=S)n(Cc3cccs3)c(=O)c2cc1OC,4,-3,0,-4,-2,2,3,4,2,1
COc1ccc(C2c3ccc(O)cc3Oc3ncn(Cc4ccccc4)c(=N)c32)cc1OC (centres undefined),-8,1,-1,-3,4,-3,-5,-3,8,-1
CCc1ccc(NC(=O)c2cnc3n(c2=O)CCS3)cc1,2,-5,-10,-2,-3,4,1,2,2,10
CCCCCCCCN1C(=O)[C@@H](CC(=O)N2CCN(C(=O)c3ccco3)CC2)C[C@@]2(C(=O)OC)C1=C[C@H](C(C)(C)C)O[C@@H]2C,/,0,3,2,0,-5,-3,2,6,0
Cc1occc1C(=O)N/N=C/c1ccc(Cl)c([N+](=O)[O-])c1,-4,-9,0,-2,-3,-4,3,4,3,14
COc1cc2[nH]c(=O)n(CCC(=O)N3CCN(Cc4ccccc4)CC3)c(=O)c2cc1OC,6,0,4,2,0,-3,-2,1,-6,-1
Cc1[nH]c(SCC(=O)Nc2cc(C(N)=O)cc(C(N)=O)c2)nc1Cc1ccccc1,6,8,0,-1,-4,4,0,7,3,-4
O=c1cc(N2CCOCC2)[nH]c(=O)n1-c1ccc(Br)cc1,6,3,1,2,1,-1,1,4,1,0
C[C@H]1CN([C@@H](C)CO)C(=O)CCCn2cc(nn2)CO[C@@H]1CN(C)S(=O)(=O)c1ccc(Oc2ccccc2)cc1,3,-2,-6,5,-2,-7,1,1,2,4
O=C(COc1ccc(Cl)cc1)NNC(=O)CSc1nncs1,5,0,10,1,-2,2,-3,-1,2,8

# Already shown: entries from further up.
SMILES,HTRA1 inhibitor,SIAE inh,TCR-CD3 inh,GC-B act,LEDGF integ inh,ABHD4 inh,MBD2 inh,PRMT1 inh,rCAG RNA binder,TDP2 absorb
C[C@H]1CN([C@@H](C)CO)C(=O)CCCn2cc(nn2)CO[C@@H]1CN(C)S(=O)(=O)c1ccc(Oc2ccccc2)cc1,3,-2,-6,5,-2,-7,1,1,2,4
O=C(COc1ccc(Cl)cc1)NNC(=O)CSc1nncs1,5,0,10,1,-2,2,-3,-1,2,8

# Complete entries, quoted from the list:
# Record of O=C(NNc1ccnc2cc(Cl)ccc12)C1CCCCC1 : HTRA1 inhibitor: 7; SIAE inh: -2; TCR-CD3 inh: -3; GC-B act: 4; LEDGF integ inh: 0; ABHD4 inh: -1; MBD2 inh: 2; PRMT1 inh: 4; rCAG RNA binder: 3; TDP2 absorb: 11
# Record of C/C(=N\NC(=O)c1cc(C2CC2)nc2ccccc12)c1ccc(C)s1 : HTRA1 inhibitor: -13; SIAE inh: -1; TCR-CD3 inh: 6; GC-B act: 1; LEDGF integ inh: -3; ABHD4 inh: 3; MBD2 inh: -5; PRMT1 inh: 0; rCAG RNA binder: 2; TDP2 absorb: -8
# Record of O=C(COC(=O)c1ccc2c(c1)OCCO2)NC1CCCCC1 : HTRA1 inhibitor: -4; SIAE inh: 3; TCR-CD3 inh: 0; GC-B act: 2; LEDGF integ inh: -4; ABHD4 inh: -1; MBD2 inh: 5; PRMT1 inh: 1; rCAG RNA binder: 2; TDP2 absorb: 0
